Apaf-1 inh: inhibitors of human Apaf-1 apoptosome | reconstituted apoptosome caspase-3 activity, DEVD-Rh110 fluorescence | inhibition, % at 20 µM | 330,000 compounds, 0.71% hits | O14727; active = inhibition of at least 40% at 20 µM;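 note: plate controls were DMSO wells for no effect and DEVD-CHO caspase inhibitor wells for full effect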
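System – cell-free apoptosome with Apaf-1, procaspase-3 and caspase-9 · Buffer or medium – pH 7.5 Hepes buffer with CHAPS, BSA, DTT · Also added – cytochrome c with DEVD-Rh110 · Times – 30 min compound preincubation, 50 min activation, room temperature · Technique – Rh110 fluorescence intensity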
UBC13 polyUb: human UBC13 polyubiquitination inhibition. UBC13 polyubiquitin chain formation, TR-FRET. inhibition, % at 20 µM. 330,000 compounds, 0.47% hits. AID 485273; in the data active = inhibition above about 45%, passing the limit was not always enough
Target sequence (P61088 whole entry, looked up): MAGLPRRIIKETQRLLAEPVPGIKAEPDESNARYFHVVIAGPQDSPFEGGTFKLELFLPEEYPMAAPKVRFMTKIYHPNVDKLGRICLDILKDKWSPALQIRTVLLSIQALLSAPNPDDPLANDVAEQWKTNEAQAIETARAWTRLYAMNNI
Gli-Sufu antag: antagonists of Gli-Sufu signaling; Sufu-KO-LIGHT fibroblasts, Gli luciferase reporter luminescence; inhibition, % at 5 µM; 340,000 compounds, 0.74% hits;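 active = inhibition above about 55%, limit read from the data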;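 note: 0% = DMSO-treated cells and 100% = wells with medium but no cells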
SENP8 block: SENP8 protease inhibition | Q96LD8 | AID 2540 | inhibition, % at 10 µM | 330,000 compounds, 1.2% hits | purified SENP8, Z-RLRGG-aminoluciferin cleavage, luminescence
SENP7 inh: SENP7 protease inhibition; 330,000 compounds, 1.5% hits; Q9BQF6; recombinant SENP7, Z-RLRGG-aminoluciferin luminescence, 40 min; inhibition, % at 5 µM;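 active = inhibition above about 50% at the single test dose, limit read from the data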;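 note: plate controls were DMSO with enzyme for no effect and no enzyme buffer wells for full effect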
697 NFkB inh: lowers PMA/ionomycin-induced NF-kB signal in 697 B cells. 697 B-cell NF-kB luciferase reporter, 16 h. AID 435022. 330,000 compounds, 0.33% hits. inhibition, % at 4 µM; in the data active = inhibition above about 35%
Jurkat NFkB inh: lowers PMA/ionomycin-induced NF-kB signal in Jurkat cells | inhibition, % at 4 µM | 330,000 compounds, 0.53% hits | PMA/ionomycin-induced NF-kB luciferase reporter, luminescence | AID 435003
HKDC1 inh: HKDC1 (human) hexokinase inhibition. inhibition, % at 20 µM. 340,000 compounds, 0.16% hits. Q2TB90. recombinant HKDC1, G6PDH/diaphorase resazurin coupled fluorescence;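 active = inhibition above about 35% when tested at 20 µM, limit read from the data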;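 note: plate controls were DMSO wells with enzyme for no effect and DMSO wells lacking enzyme for full effect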
Target sequence (Q2TB90 whole entry, looked up): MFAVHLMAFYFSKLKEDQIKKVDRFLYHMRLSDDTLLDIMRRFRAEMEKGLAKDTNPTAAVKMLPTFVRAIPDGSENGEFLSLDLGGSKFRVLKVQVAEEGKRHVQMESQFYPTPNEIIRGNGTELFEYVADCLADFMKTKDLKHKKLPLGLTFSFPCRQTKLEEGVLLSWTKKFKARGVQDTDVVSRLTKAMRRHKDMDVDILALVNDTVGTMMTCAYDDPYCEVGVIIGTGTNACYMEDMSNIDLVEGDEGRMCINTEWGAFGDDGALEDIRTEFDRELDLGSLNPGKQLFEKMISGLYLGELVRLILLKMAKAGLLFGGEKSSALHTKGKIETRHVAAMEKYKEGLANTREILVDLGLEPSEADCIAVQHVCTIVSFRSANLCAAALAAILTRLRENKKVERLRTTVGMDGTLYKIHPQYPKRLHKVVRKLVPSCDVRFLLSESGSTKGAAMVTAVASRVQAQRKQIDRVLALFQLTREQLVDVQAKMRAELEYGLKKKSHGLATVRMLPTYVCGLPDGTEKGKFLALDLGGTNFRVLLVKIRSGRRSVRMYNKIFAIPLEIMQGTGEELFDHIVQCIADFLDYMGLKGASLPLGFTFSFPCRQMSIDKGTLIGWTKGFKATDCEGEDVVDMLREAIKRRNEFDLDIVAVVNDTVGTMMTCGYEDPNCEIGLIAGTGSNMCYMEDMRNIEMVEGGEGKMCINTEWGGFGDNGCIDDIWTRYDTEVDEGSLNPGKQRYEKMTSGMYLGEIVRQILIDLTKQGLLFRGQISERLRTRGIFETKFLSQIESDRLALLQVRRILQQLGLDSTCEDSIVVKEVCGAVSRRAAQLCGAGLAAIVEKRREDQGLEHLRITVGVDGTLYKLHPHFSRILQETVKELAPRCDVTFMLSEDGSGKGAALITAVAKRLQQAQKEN
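Material: recombinant HKDC1 hexokinase; Amount: HKDC1 at 5 µg/mL; Medium: Tris pH 8.0 buffer with MgCl2, Tween-20, BSA, BME; Schedule: 90 min reaction incubation at room temperature, dark; Technique: coupled resazurin fluorescence, excitation 525 nm, emission 613 nm.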
* = called active by the depositor; i = inactive. Cut-off read from the data, not from the text of the source, unless noted: active = inhibition above about 50%; inactive = the rest.

[1] COC(=O)C1=C(c2cccc(OC)c2OC)C[C@@H]2CC[C@H]1N2C(=O)N1CCC(O)CC1
[2] O=C1NS(=O)c2cc([N+](=O)[O-])cc([N+](=O)[O-])c21 (configuration not stated)
[3] C=CCn1c(O)c(C(C)=NC2CCN(Cc3ccccc3)CC2)c(=O)[nH]c1=O
[4] CC(C)(C)c1ccc(C(=O)C2CCCN(Cc3ccon3)C2)cc1 (configuration not stated)
[5] CC(=O)n1cc(C=C2C(=O)NC(=O)NC2=O)c2ccccc21
[6] OC(CC#CCN1CCCCCC1)(c1ccccc1)C1CCCC1 (configuration not stated)
[7] CCCCC(=O)N/N=C/c1c(O)n(Cc2ccc(F)cc2)c(=O)[nH]c1=O
[8] CN1C(=O)N(C)C(=O)C2(Sc3ccccc3C2=O)C1=O

entry no.,1,2,3,4,5,6,7,8
Apaf-1 inh,-5,-1,-7,-6,-14,7,-9,4
UBC13 polyUb,2,-16,2,-19,-5,15,-28,-8
Gli-Sufu antag,-4,-5,6,-10,-4,21,5,1
SENP8 block,1,-5,1,-15,-4,-2,-6,-3
SENP7 inh,-5,-2,-1,-4,2,-2,2,2
697 NFkB inh,5,3,-1,-44,18,12,5,4
Jurkat NFkB inh,14,3,-10,-39,12,13,-1,-11
HKDC1 inh,-4,-4,-4,-5,4,-6,-9,-6

[9] O=C(NC(Oc1ccccc1)C(Cl)(Cl)Cl)c1ccccc1 (configuration not stated)
[10] O=C(C[N+]12CCC(CC1)C(O)C2)c1ccc(Br)cc1 (configuration not stated)
[11] Cc1cc(C)cc(N2C(=O)/C(=C\c3ccc(N4CCN(C)CC4)o3)C(=O)NC2=S)c1
[12] c1ccc2c(c1)CC1CNCc3cccc(c31)S2 (configuration not stated)
[13] CCOP(=S)(OCC)SCC(=O)NC(C(=O)O)C(C)C (configuration not stated)
[14] O=C(c1ccc(Cl)cc1)C1CCCN(Cc2ccc3nonc3c2)C1 (configuration not stated)
[15] CN1CCc2c(C#N)c(Cl)nc(Cl)c2C1
[16] CCC(=NCC1CCCO1)c1c(O)[nH]c(=O)[nH]c1=O (configuration not stated)

entry no.,9,10,11,12,13,14,15,16
Apaf-1 inh,0,-4,5,8,3,8,-3,-5
UBC13 polyUb,-1,0,i,18,-15,3,6,2
Gli-Sufu antag,5,3,11,4,-3,-6,-4,-4
SENP8 block,-2,-1,1,-5,-5,-7,0,-6
SENP7 inh,1,2,-6,-1,-4,11,3,-4
697 NFkB inh,5,3,5,2,-20,11,3,16
Jurkat NFkB inh,6,-11,-1,5,-12,-4,4,3
HKDC1 inh,-3,-4,1,-7,2,9,0,-9

[17] CCCN1CCc2cccc3c2[C@H]1Cc1ccc(O)c(O)c1-3
[18] O=C(c1ccco1)c1cn(Cc2ccccc2Cl)c2ccccc12
[19] CCN1C[C@]2(COC)CC[C@H](O)[C@]34C1[C@](O)([C@@H](OC)[C@H]23)[C@@]1(O)C[C@H](OC)[C@H]2C[C@@H]4[C@@H]1[C@H]2OC
[20] COC(=O)C1=C(c2ccccc2OCc2ccccc2)C[C@@H]2CC[C@H]1N2C(=O)NCc1ccc(OC)cc1
[21] Cc1ccc(-c2nc3ccccc3c(=O)n2-c2ccc(O)cc2)cc1
[22] CN1C(=O)/C(=C/C=C/c2ccco2)C(=O)NC1=S
[23] CN(Cc1ccccc1)C(=O)CN1CCCC1=O
[24] COc1cc2c3c(c1OC)-c1cc(O)ccc1CC3NCC2 (configuration not stated)

entry no.,17,18,19,20,21,22,23,24
Apaf-1 inh,53*,25,-2,19,9,19,0,-14
UBC13 polyUb,-4,28,-9,14,-1,9,1,3
Gli-Sufu antag,6,13,4,13,-4,-3,5,-1
SENP8 block,-4,-3,0,10,-2,0,2,-3
SENP7 inh,1,-11,6,-5,-9,-9,3,-5
697 NFkB inh,-65,-23,8,5,-5,-25,5,6
Jurkat NFkB inh,-27,10,-2,-9,-4,-16,-6,18
HKDC1 inh,1,9,2,7,2,16,-7,4

[25] C=CCN1C(=O)NC(=O)/C(=C/c2ccc(OC)c(CSc3ccccn3)c2)C1=O
[26] CCCNC(=O)N1[C@H]2CC[C@@H]1C(C(=O)OC)=C(c1cccc(C#N)c1)C2
[27] Cc1cccnc1-n1c(-c2ccccc2)nc2ccccc2c1=O
[28] O=C1NC(=O)C(CCc2ccncc2)(CCc2ccncc2)C(=O)N1CCc1ccc(F)cc1
[29] N[C@@H](Cc1c[nH]c2ccccc12)c1nnc(SCc2ccc(Cl)cc2)o1
[30] CN(C)C(=O)Oc1ccc(NC(=O)N2CCOCC2)cc1
[31] Oc1ccccc1/C=N/NP(=S)(c1ccccc1)c1ccccc1
[32] Cc1ccc(C(=O)N[C@@H](C)CN2C3=NC[C@@H](Cc4ccccc4)N3C[C@H]2Cc2ccc(O)cc2)cc1Br

entry no.,25,26,27,28,29,30,31,32
Apaf-1 inh,2,2,2,2,21,-15,12,28
UBC13 polyUb,3,6,3,-5,5,2,-6,77*
Gli-Sufu antag,4,-17,10,3,4,-4,10,-9
SENP8 block,-9,8,8,-5,-14,-4,1,-20
SENP7 inh,2,14,2,-3,-15,-5,2,12
697 NFkB inh,5,14,12,0,5,7,-8,7
Jurkat NFkB inh,6,4,5,11,-2,1,2,7
HKDC1 inh,2,3,-4,-5,5,-7,2,1

Another view of part of the listing above:
| # | smiles | Apaf-1 inh | UBC13 polyUb | Gli-Sufu antag | SENP8 block | SENP7 inh | 697 NFkB inh | Jurkat NFkB inh | HKDC1 inh |
| --- | --- | --- | --- | --- | --- | --- | --- | --- | --- |
| 20 | COC(=O)C1=C(c2ccccc2OCc2ccccc2)C[C@@H]2CC[C@H]1N2C(=O)NCc1ccc(OC)cc1 | 19 | 14 | 13 | 10 | -5 | 5 | -9 | 7 |
| 21 | Cc1ccc(-c2nc3ccccc3c(=O)n2-c2ccc(O)cc2)cc1 | 9 | -1 | -4 | -2 | -9 | -5 | -4 | 2 |
| 22 | CN1C(=O)/C(=C/C=C/c2ccco2)C(=O)NC1=S | 19 | 9 | -3 | 0 | -9 | -25 | -16 | 16 |
| 23 | CN(Cc1ccccc1)C(=O)CN1CCCC1=O | 0 | 1 | 5 | 2 | 3 | 5 | -6 | -7 |
| 24 | COc1cc2c3c(c1OC)-c1cc(O)ccc1CC3NCC2 (configuration not stated) | -14 | 3 | -1 | -3 | -5 | 6 | 18 | 4 |
| 25 | C=CCN1C(=O)NC(=O)/C(=C/c2ccc(OC)c(CSc3ccccn3)c2)C1=O | 2 | 3 | 4 | -9 | 2 | 5 | 6 | 2 |
| 26 | CCCNC(=O)N1[C@H]2CC[C@@H]1C(C(=O)OC)=C(c1cccc(C#N)c1)C2 | 2 | 6 | -17 | 8 | 14 | 14 | 4 | 3 |
| 27 | Cc1cccnc1-n1c(-c2ccccc2)nc2ccccc2c1=O | 2 | 3 | 10 | 8 | 2 | 12 | 5 | -4 |
| 28 | O=C1NC(=O)C(CCc2ccncc2)(CCc2ccncc2)C(=O)N1CCc1ccc(F)cc1 | 2 | -5 | 3 | -5 | -3 | 0 | 11 | -5 |
| 29 | N[C@@H](Cc1c[nH]c2ccccc12)c1nnc(SCc2ccc(Cl)cc2)o1 | 21 | 5 | 4 | -14 | -15 | 5 | -2 | 5 |

Next section.
[33] CCOC(=O)C1SC2(C(F)(F)C(F)F)CC1(O)c1c(c(OC)c3occc3c1OC)O2 (configuration not stated)
[34] NC(=O)OCCSc1nnc(-c2cccc(C(N)=S)c2)o1
[35] Cc1c(/C=N/O)c2ccccc2n1C
[36] CN1CCN(c2nc3ccccc3c(=O)n2-c2ccccc2)CC1
[37] Nc1ccccc1C(=O)OCC(=O)N1CCc2ccccc21
[38] CCCCOC(=O)C1=C(N)OC2=C(C(=O)CCC2)[C@]12C(=O)Nc1ccccc12
[39] CC(C)C(=O)c1cn(Cc2ccc(C#N)cc2)c2ccccc12
[40] O=C(N/N=C/c1c(O)n(CCc2ccccc2)c(=O)[nH]c1=O)c1ccccc1

entry no.,33,34,35,36,37,38,39,40
Apaf-1 inh,5,-10,1,10,3,10,13,11
UBC13 polyUb,4,23,6,-2,16,-15,6,0
Gli-Sufu antag,1,-7,6,7,-22,-2,-4,0
SENP8 block,-8,17,-1,-14,-6,-5,-6,-6
SENP7 inh,12,15,-4,-6,13,-7,1,-1
697 NFkB inh,-9,6,-18,-4,-33,-12,-20,10
Jurkat NFkB inh,0,-8,8,-16,-53,1,1,-2
HKDC1 inh,-2,-2,3,-7,-2,-2,5,-1

[41] Cc1cc(OCC(=O)N[C@@H](Cc2ccccc2)C(=O)O)c2c3c(c(=O)oc2c1)CCCC3
[42] O=C1CCCC2=C1C(c1cccnc1)Nc1ccccc1N2 (configuration not stated)
[43] COCCOC(=O)C1=C(N)OC(C)=C(C(=O)OC)C12C(=O)Nc1ccccc12 (configuration not stated)
[44] CCn1cc(C(=O)N2CCOCC2)c2ccccc21
[45] Cc1c(N=Nc2c(O)[nH]c(=O)[nH]c2=O)c(=O)n(-c2ccccc2)n1C
[46] CCC(=NCCO)c1c(O)n(-c2ccccc2)c(=O)[nH]c1=O
[47] Cc1ccc(S(=O)(=O)NCCC(=O)Nc2ccc(Cl)cc2C(=O)c2ccccc2)cc1
[48] NC(=O)c1ccc(N=Cc2c(O)n(Cc3ccco3)c(=O)[nH]c2=O)cc1

entry no.,41,42,43,44,45,46,47,48
Apaf-1 inh,-5,14,-2,-18,1,-2,11,-8
UBC13 polyUb,-1,-13,3,0,-97,12,11,-9
Gli-Sufu antag,1,5,0,15,-1,1,-5,-5
SENP8 block,6,-2,15,1,2,-4,7,-10
SENP7 inh,0,-12,3,4,-3,3,1,3
697 NFkB inh,23,-5,1,21,0,9,10,7
Jurkat NFkB inh,-1,-1,9,-5,-7,19,2,-3
HKDC1 inh,-1,6,9,-6,12,-8,0,36*

[49] O=C(/C=C/C=C/c1ccccc1)CC1(O)C(=O)Nc2ccccc21 (configuration not stated)
[50] CCn1c(O)c(C=NCc2cccs2)c(=O)[nH]c1=O
[51] Cc1cccc(CCNCc2cc3ccc(C)cc3[nH]c2=O)c1
[52] COC(=O)C1=C(c2ccc(C(C)=O)cc2)C[C@@H]2CC[C@H]1N2C(=O)NCC1CC1
[53] CCN1C(=O)c2ccccc2Sc2ccc(C(=O)N3CCC4(CC3)OCCO4)cc21
[54] COc1ccccc1CN1CCN(C(=O)COc2ccc3ccccc3c2)CC1
[55] Fc1ccc2c(c1)nnn2C1CCN(Cc2c(Cl)cccc2Cl)CC1
[56] Cc1cc(C)c(C2=NOC(O)(C(F)(F)F)C2)c(=O)[nH]1 (configuration not stated)

entry no.,49,50,51,52,53,54,55,56
Apaf-1 inh,7,1,10,-1,-4,11,5,8
UBC13 polyUb,-4,8,-3,5,18,4,-3,-11
Gli-Sufu antag,9,2,10,-1,28,16,10,3
SENP8 block,6,0,3,-1,-1,-1,-6,-16
SENP7 inh,5,3,1,6,7,4,2,-14
697 NFkB inh,13,22,-10,12,0,-24,0,-16
Jurkat NFkB inh,7,6,-10,22,6,7,10,-9
HKDC1 inh,-3,-5,7,3,-2,3,-5,-9

[57] COc1ccc(-c2cc(=O)c3c(OC)c(OC)c(OC)cc3o2)cc1
[58] CN1C2C=C(N(C(=O)c3ccc(Cl)cc3)c3ccccc3)CC1CC2 (configuration not stated)
[59] Cc1ccccc1N1C(=O)CC(=O)N(c2ccccc2C)C1=O
[60] Cc1ccc2cc(C=C(C#N)C#N)c(Cl)nc2c1
[61] CCOC(=O)C1C(=O)N(C)C2(C)CC1c1cc(OC)ccc1O2 (configuration not stated)
[62] CN1CCC2(O)OCCCC2C1 (configuration not stated)

entry no.,57,58,59,60,61,62
Apaf-1 inh,-6,-3,-10,17,0,2
UBC13 polyUb,-7,5,9,-10,5,1
Gli-Sufu antag,-2,8,9,27,0,18
SENP8 block,0,-6,-1,5,-2,5
SENP7 inh,1,-1,3,2,12,7
697 NFkB inh,23,-2,0,-21,3,-2
Jurkat NFkB inh,9,-5,2,2,-11,-16
HKDC1 inh,3,-3,3,28,1,-4

Screens as filed in PubChem BioAssay.

An excerpt, so the mix of outcomes need not match the whole.
